# Compound activity as filed in PubChem BioAssay.
# aDG glyco up = alpha-DG glycosylation activation; Pro5-aDG cells, alpha-DG glycosylation AlphaScreen (IIH6); 0% Pro5, 100% B10-LARGE cell signal; 360,000 compounds, 0.22% hits; AID 624168; activation, % at 10 µM;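 active = activation of at least 8% versus controls, or a plate z-score of at least 8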;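 also: Pro5 are CHO cells carrying HIG-tagged alpha-DG that lacks glycosylation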
# PDI turbidity = PDI (human) enzyme inhibition; P07237; PDI insulin aggregation turbidity, A650, 90 min; inhibition, % at 10 µM; 350,000 compounds, 0.052% hits; AID 588391;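 active = mean inhibition across replicates of 30% or more, whatever share of single replicates reach that level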;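 also: absorbance from insulin aggregation driven by PDI reduction with DTT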
# Target sequence (P07237 whole entry, looked up): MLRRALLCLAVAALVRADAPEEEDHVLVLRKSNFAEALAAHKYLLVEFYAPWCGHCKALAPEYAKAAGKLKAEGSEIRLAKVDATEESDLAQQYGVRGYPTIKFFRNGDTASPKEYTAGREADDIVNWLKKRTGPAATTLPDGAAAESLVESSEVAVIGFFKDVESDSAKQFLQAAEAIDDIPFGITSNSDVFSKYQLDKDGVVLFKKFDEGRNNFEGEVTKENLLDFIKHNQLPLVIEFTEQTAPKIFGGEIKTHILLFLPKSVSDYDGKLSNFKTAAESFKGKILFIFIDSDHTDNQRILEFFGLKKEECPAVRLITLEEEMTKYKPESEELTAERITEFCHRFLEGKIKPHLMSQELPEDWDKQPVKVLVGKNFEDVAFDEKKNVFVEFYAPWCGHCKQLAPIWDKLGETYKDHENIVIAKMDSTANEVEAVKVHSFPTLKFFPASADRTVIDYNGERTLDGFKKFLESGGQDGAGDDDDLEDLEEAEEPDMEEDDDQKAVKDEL
# Vif inh = blocks HIV Vif function. HEK293T cells, Vif self-association by quenched fluorescence, imaging, 24 h. inhibition, % at 7.49 µM. 340,000 compounds, 0.35% hits; in the data active = inhibition above about 50%, passing the limit was not always enough; also: some results filed as inactive read as strong as hits
# HIF-2a block = blocks HIF-2a reporter activity; 786-0 RCC cells HIF-2a reporter, luciferase luminescence, overnight; inhibition, % at 18.8 µM; 360,000 compounds, 0.72% hits;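 active = inhibition of the luminescence signal of 40% or more relative to plate controls, in a single-dose primary screen at 18.75 µM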
# NR2E3 ag-1 = agonists of human nuclear receptor NR2E3; inhibition of corepressor binding, % at 4.78 µM; Q9Y5X4; GST-NR2E3/biotin-RetCOR TR-FRET, 1536-well; AID 2300; 320,000 compounds, 0.12% hits;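 active = percent inhibition above the cutoff of mean plus 3 SD of all tested compounds, set per screening campaign, cut at about 20% in these data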;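 also: 0% = DMSO wells and 100% = biotin wells as full block of FRET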
# Target sequence (Q9Y5X4 whole entry, looked up): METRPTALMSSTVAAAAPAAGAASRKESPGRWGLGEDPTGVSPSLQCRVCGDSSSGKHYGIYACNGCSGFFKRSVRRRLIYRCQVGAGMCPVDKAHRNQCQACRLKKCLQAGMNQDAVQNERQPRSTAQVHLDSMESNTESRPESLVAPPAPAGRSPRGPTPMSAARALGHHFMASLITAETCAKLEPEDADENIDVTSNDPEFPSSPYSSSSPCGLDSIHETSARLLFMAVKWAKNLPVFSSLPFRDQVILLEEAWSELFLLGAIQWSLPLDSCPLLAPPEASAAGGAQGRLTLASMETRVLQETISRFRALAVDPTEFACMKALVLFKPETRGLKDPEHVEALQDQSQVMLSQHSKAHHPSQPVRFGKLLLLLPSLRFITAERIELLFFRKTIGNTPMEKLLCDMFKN
#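 Assay system: NR2E3–RetCOR corepressor complex. Quantity: 1.35 nM GST-NR2E3. Buffer or medium: pH 7.5 Tris-based buffer. Reagent: biotinylated RetCOR corepressor at 7 nM final. Schedule: 5 h at 4 °C. Detection: TR-FRET, emission read at 617 and 671 nm. Replicates: one well per compound, singlicate testing.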
# iPSC survival up = hiPSC single-cell survival enhancement. ATPlite luminescence; 100% = ROCK inhibitor wells, 0% = DMSO. survival enhancement, % at 20 µM. 360,000 compounds, 0.044% hits. AID 602274; in the data active = survival enhancement above about 18%;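 also: cells exposed to compounds for 16 hours before the ATP read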
# Peg3 prom inh = inhibitors of Peg3 promoter | HeLa PEG-Prom luciferase reporter, luminescence, overnight | inhibition, % at 20 µM | 360,000 compounds, 1.7% hits;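 active = inhibition of at least 50% at 20 µM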
# Granule exo inh = blocks lytic granule exocytosis | TALL-104 LAMP-1 surface exposure, flow cytometry; cells stimulated with thapsigargin and PMA | inhibition, % at 10 µM | 360,000 compounds, 0.66% hits | AID 651702;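 active = inhibition above about 55%, limit read from the data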
# NR2E3 ag-2 = activates human NR2E3 receptor | Q9Y5X4 | 360,000 compounds, 0.35% hits | inhibition of corepressor binding, % at 3.98 µM | CHO-S Gal4-NCOR/VP16-NR2E3 two-hybrid, luciferase | AID 602229;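 active = inhibition above the mean of all tested compounds plus 3 SD, cut at about 70% in these data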;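 also: 0% = DMSO with NR2E3 transfected cells and 100% = cells lacking NR2E3 construct; higher means lower luciferase signal from less NR2E3 corepressor binding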
# CaV13 FRET inh = Disruptors of the CACNA1D IQ motif to Ca2+-dependent inactivation inhibitor domain association, primary screening, Förster resonance energy transfer in intact living … | inhibition, % at 12.3 µM | AID 743397 | 340,000 compounds, 0.098% hits | HEK cells, CFP/YFP FRET ICDI-IQ, plate reader, 10 min; percent FRET-ratio fall versus neutral wells;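 active = mean replicate inhibition of at least 30% and at least 1% of replicates passing that level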;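 also: 0% = median of the neutral control wells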
# MITF TRPM1 inh = reduces MITF-dependent TRPM1 promoter luciferase signal; SK-MEL-5 TRPM1 promoter luciferase, 24 h; inhibition, % at 12.5 µM; 330,000 compounds, 0.83% hits;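 active = mean inhibition across replicates of 60% or more, whatever share of single replicates reaches that level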; also: values of inactives mirror those of a sister screen read the other way
# An asterisk follows results filed as active; x = no result given; & = joins results of further samples.
SMILES,aDG glyco up,PDI turbidity,Vif inh,HIF-2a block,NR2E3 ag-1,iPSC survival up,Peg3 prom inh,Granule exo inh,NR2E3 ag-2,CaV13 FRET inh,MITF TRPM1 inh
CCOC(=O)c1ccccc1NC(=O)c1ccc2c(=O)n3c(nc2c1)CCCCC3,-0.1,-2,x,-30,1,0.6,11,-2,10,-7,-16
COc1ccc(NC(=O)c2cccc(S(=O)(=O)NCc3ccccc3)c2)cc1S(N)(=O)=O,-0.2,5,10,7,3,2.2,-1,2,-25,-3,-1
Cc1cc2nc3c(=O)n(CCc4ccccc4)c(=O)[nH]c3nc2cc1N,0.1,9,-2,-49,-2,0.6,-20,-4,-32,-82,-6
COc1cc2c(cc1OC)CN(C(=O)CN(C)S(=O)(=O)c1ccc(NC(C)=O)cc1)CC2,0.3,0,-6,2,0,0.4,7,-4,17,-2,7
Cn1c(=O)c2c(ncn2CC(=O)N/N=C/c2ccc(Br)s2)n(C)c1=O,-0.3,2,-2,21,-3,-1.0,6,-3,-4,-4,-2
CCOC(=O)C(C)Oc1cccc2c(=O)n(CC(=O)Nc3ccc(OC)cc3)ccc12 (stereo unspecified),0.2,-4,-7,15,x,5.0,-6,-3,-15,-6,x
COc1ccc(C2NC(=O)CCC2[N+](=O)[O-])cc1 (stereo unspecified),-0.1,-1,-3,11,1,0.7,3,13,10,-3,-2
CC1CCc2c(c3ccccc3n2C(=O)CCl)C1 (stereo unspecified),0.2,17,-3,12,4,0.4,8,0,5,-19,-1
CCC(C)C(NC(=O)c1ccccc1NC(=O)c1ccco1)C(=O)NC1CCCCC1 (stereo unspecified),0.2,-4,18,10,2,0.0,-3,0,-14,-7,-1
O=C(NC1CC1)c1cccc(S(=O)(=O)N2CCOCC2)c1,0.7,-6,-4,0,0,0.1,11,-2,4,-6,10
COCCn1c(=S)[nH]c2cc(C(=O)NCC3CCCO3)ccc2c1=O (stereo unspecified),-0.1,-1,-7,-32,-1,3.1,7,1,10,-5,3
NS(=O)(=O)c1ccc(CNC(=O)CCC2CCCCC2)cc1,0.2,3,5,1,3,-1.0,-2,-1,9,0,4
COCCC(=O)N1CCC(n2nccc2NC(=O)CCc2ccccc2)CC1,-0.1,-17,-4,2,0,-0.4,8,-1,1,-7,-3
COCCNC(=O)c1cn(C)c2ccc(S(=O)(=O)N(C)C3CCCCC3)cc2c1=O,0.0,x,-2,25,0,-1.7,21,2,-2,-2,14
COc1cc(OC)c(/C=N/NC(=O)COc2cccc3cccnc23)c(OC)c1,0.1,-1,0,7,-1,1.2,0,4,-2,5,8
O=C(Nc1cccc(Oc2c(F)c(F)c(F)c(F)c2F)c1)N1C[C@@H]2C[C@@H](C1)c1cccc(=O)n1C2,-0.1,19,0,18,-2,-0.2,16,-3,20,x,-4
O=C(c1cc(F)ccc1F)C1CCCN(Cc2cccn2-c2ccccn2)C1 (stereo unspecified),0.1,1,8,7,2,-0.2,10,10,1,-6,7
Cc1cccc(Nc2nnc(SCC(=O)NC3CCCc4ccccc43)s2)c1 (stereo unspecified),0.0,-3,-7,-47,1,-1.6,-46,2,-30,-5,-11
CC(C)(C)c1nc(NC(=O)Nc2ccccc2)sc1Br,6.4,-1,-16,-299,4,-2.4,-198,18,-108,-5,-65
COc1ccccc1Nc1c([N+](=O)[O-])cncc1[N+](=O)[O-],0.1,-9,13,3,0,-1.8,7,0,-6,-7,7
CC(=O)Nc1sc2c(c1C(N)=O)CCC2,-0.2,3,-3,9,1,0.7,-7,4,6,x,-2
C=CCn1c(Cc2ccc(OC)cc2)nnc1SCc1nc2ccccc2c(=O)[nH]1,0.0,-3,-5,6,4,-0.6,9,-4,11,-10,2
COC(=O)[C@H]1[C@H]2C[C@H]3c4[nH]c5ccccc5c4CCN3C[C@@H]2CC[C@@H]1O,0.3&0.8,-31&-1,14&8,11&1,1&5,0.6&0.7,0&3,0&4,-24&-12,-5&-6,15&-8
CN1CCN(c2ccc(NC(=O)c3ccc4c(c3)OCO4)cc2)CC1,-0.1,2,1,-194,4,-2.4,-248,4,-106,-4,-42
Fc1ccc(-c2nnc(-c3ccc(Cl)cc3Cl)o2)cc1,0.0,-5,25,-118,5,-3.1,-109,-4,-91,-7,x

# (cont.)
SMILES,aDG glyco up,PDI turbidity,Vif inh,HIF-2a block,NR2E3 ag-1,iPSC survival up,Peg3 prom inh,Granule exo inh,NR2E3 ag-2,CaV13 FRET inh,MITF TRPM1 inh
NS(=O)(=O)c1ccc(NCCCn2ccnc2)c([N+](=O)[O-])c1,0.2,-13,26,6,2,0.4,8,-6,-1,-7,-14
CCc1nnc(NC(=O)CSc2nc3c(cc2C#N)CCCC3)s1,0.1,4,11,-128,1,-2.9,-136,-2,-96,x,-35
CCc1c(C)nc(SCCOc2ccc(OC)cc2)[nH]c1=O,-0.1,-3,4,-5,2,1.4,10,-2,-8,-7,5
Cn1nccc1C(=O)NC1CCCc2c1cnn2-c1ccc(C(C)(C)C)cc1 (stereo unspecified),5.7,12,-4,-1,0,-0.5,4,7,106*,x,19
CCCN1CCN(CCCNC(=O)CN2C(=O)c3cccnc3Oc3ccc(C)cc32)CC1,0.2,-16,-9,0,0,0.8,-1,-5,-13,-3,-5
CCc1ccc([C@H]2[C@@H]3C(=O)C[C@@H]4C(=O)NC(=O)[C@@H]4[C@@H]3CN2S(=O)(=O)c2ccc(C)cc2)cc1,1.2,x,x,3,x,-1.5,-10,-1,-2,-5,x
Cc1cc(S(=O)(=O)NCCC2=CCCCC2)ccc1Br,-0.2,-5,4,5,-3,0.7,8,-2,-2,-2,3
Cn1c(=O)c2c(nc(NCCO)n2C)n(C)c1=O,0.0,-5,22,0,3,-1.6,-9,6,-15,-4,-3
Cc1c(C(=O)NCc2ccc3c(c2)OCO3)sc(=O)n1Cc1cccc(F)c1,0.4,-2,-6,-8,x,2.9,3,-6,-6,3,x
O=C(NNC(=S)Nc1ccccc1)c1cc(-c2cccnc2)nc2ccccc12,0.4,-4,-3,-47,-2,0.6,-22,-3,-18,-5,-1
O=C(Nc1cccc(C(=O)O)c1)/C(=C\c1ccco1)NC(=O)c1ccccc1Cl,0.0,-1,5,4,4,-0.1,2,4,-7,-3,3
O=C(c1cnn(C(=O)c2ccccc2F)c1)c1ccccc1O,0.0,-5,0,-7,4,0.2,-5,0,-25,-2,2
COc1ccc(Cn2c(C)c(C)c(C#N)c2NC(=O)Nc2ccccc2)cc1,0.3,-11,-2,-10,-5,-1.3,5,-2,-32,-4,8
FC(F)c1nnc2ccc(Cl)nn12,0.4,6,-1,14,4,-0.9,3,0,-23,-5,1
CCOC(=O)CC1CCCCN1Cc1cn(C)nc1-c1ccc2c(c1)OCCO2 (stereo unspecified),0.8,8,10,17,6,1.6,11,-5,-19,2,-3
Cc1ccc(OC(=O)CCN2C(=O)c3ccccc3C2=O)cc1C,-0.4,3,-4,27,-1,-0.2,5,6,-7,-5,5
Cc1ccc(NC(=O)C2CCCN2C(=O)c2cccs2)c(C)c1 (stereo unspecified),-0.1,-3,-3,3,6,0.2,-10,1,-16,-3,3
CC(=O)c1cnn(-c2cc(Oc3ccccc3C)ncn2)c1C,0.1,2,-3,-5,3,0.8,-37,0,9,x,-20
CC(=O)OC1CCC2(C)C(=CCC3C2CCC2(C)C3CC3OC4(CCC(C)CN4)C(C)C32)C1 (stereo unspecified),0.0,x,-1,0,x,-0.2,1,12,9,x,3
Cc1oc(-c2ccccc2F)nc1CS(=O)(=O)CC(=O)N1CCN(Cc2ccccc2)CC1,-0.1,x,x,8,0,2.2,-4,-1,7,-3,3
CC1CC(C)(C)NC(=S)N1CCCC(=O)N1CCN(c2ccccc2F)CC1 (stereo unspecified),0.1,-4,-5,21,3,0.8,-3,-2,-20,-2,11
COC(=O)c1sc2ccccc2c1-n1cccc1C(=O)C(=O)Nc1ccc(OC)cc1,-0.6,-7,x,-10,1,-2.5,17,-16,-28,x,13
CSc1ccccc1NC(=O)COC(=O)/C=C/c1ccco1,0.0,-8,10,5,x,0.7,-11,-2,-48,x,-5
CCN(c1ccccc1C(=O)O)S(=O)(=O)c1cccc2nsnc12,-0.1,14,7,10,3,-0.3,5,8,-19,-17,17
O=C(Nc1nnc([C@@H]2C[C@H](O)[C@@H](CO)O2)s1)Nc1cccc(Cl)c1Cl,-0.1,-3,-1,-56,x,-0.4,-47,7,-48,-7,x
O=C(Nc1cccc(Cl)c1)C1C2C=CC3(O2)C1C(=O)N(CCCN1CCCCC1)C3C(=O)NC1CCCCC1 (stereo unspecified),0.0,-7,17,3,3,-0.5,-9,5,-11,-4,-9

# Some values from the entries so far:
# Result of `Cn1c(=O)c2c(nc(NCCO)n2C)n(C)c1=O` in MITF TRPM1 inh: -3
# Result of `Cc1cc(S(=O)(=O)NCCC2=CCCCC2)ccc1Br` in PDI turbidity: -5

# Entries above containing fluorine:
SMILES,aDG glyco up,PDI turbidity,Vif inh,HIF-2a block,NR2E3 ag-1,iPSC survival up,Peg3 prom inh,Granule exo inh,NR2E3 ag-2,CaV13 FRET inh,MITF TRPM1 inh
O=C(Nc1cccc(Oc2c(F)c(F)c(F)c(F)c2F)c1)N1C[C@@H]2C[C@@H](C1)c1cccc(=O)n1C2,-0.1,19,0,18,-2,-0.2,16,-3,20,x,-4
O=C(c1cc(F)ccc1F)C1CCCN(Cc2cccn2-c2ccccn2)C1 (stereo unspecified),0.1,1,8,7,2,-0.2,10,10,1,-6,7
Fc1ccc(-c2nnc(-c3ccc(Cl)cc3Cl)o2)cc1,0.0,-5,25,-118,5,-3.1,-109,-4,-91,-7,x
Cc1c(C(=O)NCc2ccc3c(c2)OCO3)sc(=O)n1Cc1cccc(F)c1,0.4,-2,-6,-8,x,2.9,3,-6,-6,3,x
O=C(c1cnn(C(=O)c2ccccc2F)c1)c1ccccc1O,0.0,-5,0,-7,4,0.2,-5,0,-25,-2,2
FC(F)c1nnc2ccc(Cl)nn12,0.4,6,-1,14,4,-0.9,3,0,-23,-5,1
Cc1oc(-c2ccccc2F)nc1CS(=O)(=O)CC(=O)N1CCN(Cc2ccccc2)CC1,-0.1,x,x,8,0,2.2,-4,-1,7,-3,3
CC1CC(C)(C)NC(=S)N1CCCC(=O)N1CCN(c2ccccc2F)CC1 (stereo unspecified),0.1,-4,-5,21,3,0.8,-3,-2,-20,-2,11
